Screens from PubChem.
OXTR potentiator – human OXTR potentiation; P30559; CHO-OTR cells, Fluo-8 calcium fluorescence, potentiator mode; 0% = oxytocin EC15, 100% = EC100; activation, % at 3 µM; actives 0.061% (n = 320,000); AID 2445;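 active means activation above that plate's cutoff, the mean activation of tested compounds plus 3 SD, cut at about 6.6% in these data, passing the limit was not always enough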;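 further: 100% uses oxytocin at 75 nM as the full agonist control; some results filed as inactive read as strong as hits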
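Material: human OTR in CHO cells. Compound: 3.0 µM, one dose. Timing: compound 6 min at room temperature before oxytocin, 100 s read. Evaluation: % activation of max/min ratio relative to oxytocin controls. Replication: single well per compound, singlicate. Signal: Fluo-8 calcium dye fluorescence.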
GPR7 antag – antagonists of human GPR7 (neuropeptides B/W receptor 1); P48145; GPR7-expressing cells, fluorescence antagonist assay; AID 1861; actives 1.1% (n = 290,000); inhibition, % at 4.4 µM; in the data active means inhibition above about 16%, passing the limit was not always enough;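 further: cells stimulated with the agonist NPW; 0% = agonist with vehicle and 100% = vehicle without agonist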
Target sequence (P48145 whole entry, looked up): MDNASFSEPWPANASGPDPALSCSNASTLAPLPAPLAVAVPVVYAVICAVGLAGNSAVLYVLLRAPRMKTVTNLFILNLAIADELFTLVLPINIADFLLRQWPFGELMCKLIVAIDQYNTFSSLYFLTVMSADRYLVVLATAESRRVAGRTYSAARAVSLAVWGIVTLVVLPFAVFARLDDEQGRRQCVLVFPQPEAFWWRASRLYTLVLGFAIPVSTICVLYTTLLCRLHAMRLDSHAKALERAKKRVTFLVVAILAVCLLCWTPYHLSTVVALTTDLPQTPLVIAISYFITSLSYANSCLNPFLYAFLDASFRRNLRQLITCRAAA
V1R ag counter – activates human V1a receptor in oxytocin agonist counter-screen. activation, % at 3 µM. CHO-V1R cells, Fluo-8 calcium fluorescence, agonist mode; 0% DMSO, 100% 3 nM vasopressin. actives 0.25% (n = 320,000);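 active means activation above the mean activation of all tested compounds plus 3 SD, per screening run, cut at about 20% in these data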;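 further: signal is peak over basal fluorescence ratio across a 100 second FLIPR read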
Target sequence (P37288 whole entry, looked up): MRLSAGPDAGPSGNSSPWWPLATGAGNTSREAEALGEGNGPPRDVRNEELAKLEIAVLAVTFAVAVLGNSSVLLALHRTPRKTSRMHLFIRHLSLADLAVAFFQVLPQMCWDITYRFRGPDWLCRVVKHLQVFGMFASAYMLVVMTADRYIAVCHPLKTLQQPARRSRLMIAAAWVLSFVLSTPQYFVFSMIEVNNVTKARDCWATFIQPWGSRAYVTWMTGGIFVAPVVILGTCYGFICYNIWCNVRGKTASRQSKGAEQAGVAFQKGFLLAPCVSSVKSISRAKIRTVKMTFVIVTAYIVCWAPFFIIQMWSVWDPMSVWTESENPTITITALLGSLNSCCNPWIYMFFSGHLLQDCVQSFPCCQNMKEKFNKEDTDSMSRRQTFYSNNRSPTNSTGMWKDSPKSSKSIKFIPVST
TAAR1 antag – human TAAR1 antagonism | AID 624466 | Q96RJ0 | actives 1.5% (n = 360,000) | inhibition, % at 3 µM | CHO RD-HGA16 TAAR1, Fluo-8 calcium fluorescence, antagonist;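 active means inhibition above a per-plate cutoff, the mean inhibition of test compounds on that plate plus 3 SD, cut at about 49% in these data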;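 further: 0% = DMSO plus EC80 beta-PEA response and 100% = DMSO alone without agonist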
Target sequence (Q96RJ0 whole entry, looked up): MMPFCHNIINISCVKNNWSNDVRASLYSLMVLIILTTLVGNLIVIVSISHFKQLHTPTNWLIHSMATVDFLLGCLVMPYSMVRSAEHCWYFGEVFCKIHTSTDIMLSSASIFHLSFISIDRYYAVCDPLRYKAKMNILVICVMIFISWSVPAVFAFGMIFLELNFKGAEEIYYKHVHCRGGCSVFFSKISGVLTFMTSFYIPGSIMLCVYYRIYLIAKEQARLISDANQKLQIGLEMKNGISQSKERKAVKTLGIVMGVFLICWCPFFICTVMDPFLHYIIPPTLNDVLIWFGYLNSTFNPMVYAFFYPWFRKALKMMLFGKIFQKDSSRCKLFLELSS
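System: CHO RD-HGA16 cells bearing hTAAR1. Reagent: EC80 β-phenethylamine stimulus. Schedule: seeding 17-24 h prior, 75-min 37 °C, 30-min RT dye loading. Signal: Fluo-8 intracellular calcium dye fluorescence, real-time kinetic reads. Read-out: % inhibition from peak post-agonist over basal fluorescence ratio. Benchmarks: vehicle wells and EC80 agonist wells. Replicates: n of 1.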
CHO-K1 Ca antag – nonselective inhibitor or artifact in parental CHO-K1 cells; ATP-induced calcium, Fluo-8 fluorescence; inhibition, % at 3 µM; actives 0.6% (n = 360,000); AID 602250;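 active means inhibition above a per-plate cutoff, the plate's mean sample inhibition plus 3 SD, cut at about 24% in these data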;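 further: 0% = DMSO plus EC80 ATP and 100% = DMSO alone without ATP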
CHO-K1 Ca ag – nonselective activator or artifact in parental CHO-K1 cells; Fluo-8 calcium fluorescence; scaled to maximal ATP response, vehicle zero; activation, % at 3 µM; actives 0.48% (n = 360,000); in the data active means activation above about 15%;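 further: untransfected CHO-K1 host cells lacking M1 receptor as counterscreen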
M1 PAM parental – M1 PAM counterscreen hit in parental CHO-K1 cells; ATP EC20, Fluo-8 calcium fluorescence; 0% at ATP EC20, 100% at ATP max; activation, % at 3 µM; actives 0.02% (n = 360,000); AID 602247;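 active means activation above the run cutoff, the mean activation of all test compounds plus 3 SD, cut at about 40% in these data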;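 further: peak over basal fluorescence ratio in a 140 s read after ATP addition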
OXTR agonist – activates the human oxytocin receptor; actives 0.32% (n = 320,000); P30559; CHO-OTR cells, Fluo-8 calcium fluorescence; normalized: DMSO 0%, oxytocin 100%; activation, % at 3 µM; AID 2435;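 active means activation above the mean of all tested compounds plus 3 SD, cutoff set per screening run, cut at about 20% in these data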;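 further: peak over basal fluorescence ratio from a 100 s FLIPR kinetic read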
CHO parental Ca – counter-screen for OX1R antagonists: effect in parental CHO cells. parental CHO-K1, ATP-induced calcium, Fluo-8 fluorescence. inhibition, % at 5.6 µM. actives 0.63% (n = 330,000);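 active means inhibition above that plate's mean sample inhibition plus 3 SD, cut at about 26% in these data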;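 further: 0% = ATP-challenged DMSO wells and 100% = DMSO wells without ATP; some compounds past the cut are filed as inactive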
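Test system: untransfected parental CHO cell line; also added: ATP stimulus; dosing: 5.6 µM, single dose; signal: calcium-sensitive Fluo-8 fluorescence; measure: percent inhibition of ATP-evoked calcium rise, normalized to controls; benchmarks: low control ATP plus DMSO, high control DMSO only; replication: one well per compound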
Starred values were filed as active, the others as inactive; nt = no result given.

| structure | CHO-K1 Ca ag | CHO parental Ca | V1R ag counter | OXTR potentiator | TAAR1 antag | GPR7 antag | OXTR agonist | CHO-K1 Ca antag | M1 PAM parental |
| --- | --- | --- | --- | --- | --- | --- | --- | --- | --- |
| CC(C)C1C(=O)N(Cc2cn(CC3CCCCC3)nn2)CCS(=O)(=O)N1Cc1ccc(-c2ccncc2)cc1 (stereo unspecified) | 0.8 | nt | nt | nt | -3 | nt | nt | -7 | 16 |
| COC(=O)[C@H](CCSC)NC(=O)NC1CC1 | -0.3 | 8 | 0.3 | 3 | -7 | -14 | 0.9 | 16 | -19 |
| CCOc1ccc(Nc2nc(N)nc(CN3CCN(c4ccccc4F)CC3)n2)cc1 | 1.6 | -28 | 1.6 | -13 | 26 | -7 | -0.2 | -8 | 11 |
| CC1(C2CC2)NC(=O)N(CC(=O)N2CCN(c3ccccc3Cl)CC2)C1=O (stereo unspecified) | 1.3 | nt | nt | nt | -1 | nt | nt | -12 | -15 |
| O=C(C1CCN(c2nc(-c3ccccc3)nc3c2CCC3)CC1)N1CCCC1 | -0.1 | -26 | 0.4 | -2 | -12 | -12 | -0.5 | 1 | 3 |
| COc1ccc(NC(=S)NCc2ccccc2Cl)c(OC)c1 | 0.9 | -11 | 4.4 | -14 | -2 | 3 | 0.2 | 7 | -13 |
| CC(=O)N1CCN(CCN=CC2=C(O)CC(c3ccc(Cl)cc3)CC2=O)CC1 (stereo unspecified) | 0.1 | -2 | 1.6 | -11 | 11 | -5 | 0.9 | 2 | -2 |
| Cc1cc(C(=O)OCC(=O)NC2CC2)c2ccccc2n1 | -0.5 | -7 | -0.6 | -2 | -6 | nt | 0.3 | -7 | 2 |
| C#CCN(Cc1ccco1)C(=O)c1cc(COc2cccc3cccnc23)on1 | 6.4 | nt | nt | nt | 15 | nt | nt | -1 | 3 |
| CN(C(=O)CSc1nc2ccccc2c(=O)n1-c1ccccc1Cl)C1CCS(=O)(=O)C1 (stereo unspecified) | 0.9 | -12 | 0.6 | 2 | -7 | nt | 0.4 | -3 | 3 |
| CCOc1cc(/C=N/NC(=O)c2ccc(NC(=O)C3CC3)cc2)ccc1O | -0.2 | -10 | 0.0 | 6 | -22 | -10 | -0.7 | 7 | -10 |
| CCCCCC(=O)Nc1ccccc1N1CCOCC1 | 0.7 | -21 | -0.6 | -6 | -6 | -4 | -2.0 | -8 | 22 |
| CS(=O)(=O)N1CCC(C(=O)NCc2ccc(F)cc2)CC1 | 0.4 | -1 | 0.7 | 1 | -11 | -2 | 0.8 | -7 | -3 |
| Cc1cc(NC(=O)c2cc(-c3ccncc3)nc3c(C)cccc23)no1 | -0.1 | -17 | -0.5 | -8 | -6 | -9 | -1.8 | -25 | 14 |
| Cc1ccc(C(=O)NCC(=O)Nc2cccc(C(F)(F)F)c2)cc1 | 0.0 | -12 | -1.2 | 3 | 2 | -12 | -1.4 | -3 | 7 |
| Cc1cc(C)n2nc(SC(C)C(=O)NC3CCCCC3C)nc2n1 (stereo unspecified) | 0.2 | -9 | -0.9 | 0 | -9 | nt | -1.0 | 3 | -5 |
| Cn1c(NC(=O)c2ccco2)c(-c2ccccc2Cl)c(=O)c2ccccc21 | 0.1 | 1 | 4.4 | -8 | 9 | 8 | -1.0 | -7 | 7 |
| O=C(Cc1c(Cl)cccc1Cl)Nc1cccnc1 | -0.3 | -11 | 0.4 | -6 | 1 | -3 | -0.5 | 6 | -4 |
| CC(C)CCNC(=O)[C@@H](NC(=O)c1c(F)cccc1F)C(C)C | 0.2 | -6 | -0.3 | 5 | 3 | 2 | 0.0 | 4 | 13 |
| Cn1ccnc1SCC(=O)Nc1ccc(Br)cc1C(F)(F)F | 0.5 | -5 | -0.7 | -6 | nt | -7 | -1.7 | 0 | 7 |
| COc1cccc(-c2nnc(SCC(=O)Nc3ccc(OC)c(OC)c3)n2N)c1 | 0.2 | -10 | -0.4 | -3 | 9 | -9 | 0.1 | -8 | 17 |
| COC(=O)C(C(=O)Nc1cc(C)on1)C1CCCCCC1 (stereo unspecified) | 0.4 | -11 | -0.3 | 4 | 5 | 11 | -0.1 | -12 | 16 |
| COc1cc(C(=O)NCc2ccccc2Cl)ccc1OCC(=O)N1CCOCC1 | 0.7 | nt | nt | nt | -4 | nt | nt | -9 | 22 |
| COCCn1nnnc1C(C(C)C)N(Cc1cccnc1)Cc1cc2cc(OC)ccc2[nH]c1=O (stereo unspecified) | 0.1 | -21 | 0.1 | -4 | -3 | -15 | 0.3 | -11 | 14 |
| COc1ccccc1N1CCN(C(=O)c2ccc(S(=O)(=O)N3CCCCC3)cc2)CC1 | 7.3 | -15 | 5.2 | -19 | 8 | -4 | 4.5 | -5 | 16 |
| O=C(COC(=O)c1ccc(F)c(S(=O)(=O)N2CCOCC2)c1)NCc1ccccc1 | 9.0 | -23 | 1.7 | -6 | -2 | nt | 3.2 | 2 | 2 |
| Cc1cccc(OS(=O)(=O)NC(=O)OCC2CCCN3CCCCC23)c1 (stereo unspecified) | 0.2 | 1 | 0.4 | -1 | 6 | -11 | -0.1 | -9 | 4 |
| C[C@H](CO)N1C[C@H](C)[C@@H](CN(C)C(=O)Nc2ccc3c(c2)OCO3)Oc2ccc(NC(=O)Cn3cnnn3)cc2C1=O | 0.6 | 4 | 1.4 | 8 | -8 | nt | 2.6 | -8 | 3 |
| COc1cccc(C2C(C(C)=O)=C(O)C(=O)N2CCc2c[nH]c3ccccc23)c1 (stereo unspecified) | -0.1 | -2 | 0.3 | -8 | 4 | 2 | -0.1 | 15 | -3 |
| CCc1c(C(=O)N/N=C/c2sccc2C)nnn1-c1nonc1N | 1.3 | 12 | 2.2 | -14 | 10 | -4 | 3.2 | 5 | -19 |
| Cc1ccc(NCc2ccccc2O)cc1C | 7.9 | -11 | 0.8 | -2 | -2 | 9 | 0.5 | 9 | 10 |
| CN(CCOC(=O)CN1C(=O)c2ccccc2C1=O)C1=NS(=O)(=O)c2ccccc21 | nt | -1 | -0.1 | -2 | nt | -7 | 1.9 | nt | nt |
| Cc1ccc(NC(=O)CSc2nc3ccccc3c(=O)n2CCCN2CCCCC2)cc1Cl | 4.2 | -4 | 4.3 | -9 | 3 | 25* | 1.5 | -10 | 13 |
| Cn1cc(S(=O)(=O)N2CCCC2)cc1C(=O)N1CCN(c2cccc(Cl)c2)CC1 | 1.5 | -14 | 3.5 | -3 | -8 | 1 | 2.1 | -2 | 13 |
| COc1ccc(S(=O)(=O)N2CCc3ccccc3C2)cc1 | 1.1 | -15 | -0.5 | -17 | 23 | 0 | -1.0 | -18 | 7 |
| CC(C)CC(NC(=O)CCl)c1ccccc1 (stereo unspecified) | -0.3 | 6 | -0.1 | -4 | 19 | 11 | -0.9 | -3 | 11 |
| O=C(c1ccccc1)c1cccc[n+]1[O-] | 0.7 | 0 | 2.0 | 0 | -16 | 2 | 0.6 | -7 | 5 |
| Cc1sc(NC(=O)C2CC(=O)N(Cc3ccco3)C2)nc1-c1ccccc1 (stereo unspecified) | 0.3 | nt | nt | nt | -3 | nt | nt | -6 | 11 |
| CCOC(=O)c1[nH]c2cc3c(cc2c1NC(=O)CN1CCCCC1C)OCO3 (stereo unspecified) | nt | -7 | -1.3 | -11 | nt | -5 | -1.2 | nt | nt |
| Cc1ccc(/C=N/NC(=O)c2cc(-c3ccccc3)nc3ccccc23)o1 | 1.3 | -11 | -1.6 | -9 | -1 | -1 | -2.4 | -16 | 16 |
| Nn1cnnc1N/N=C\c1ccc(-c2ccccc2[N+](=O)[O-])o1 | 1.1 | nt | nt | nt | 11 | -5 | nt | -4 | 18 |
| Clc1ccc(CNc2ccc(CNc3ncn[nH]3)cc2)c(Cl)c1 | 3.2 | -3 | 1.9 | -7 | 15 | -6 | 3.4 | 22 | -21 |
| CCN(CC)S(=O)(=O)c1ccc(N2CCN(S(=O)(=O)c3ccccc3C#N)CC2)nc1 | 1.5 | -16 | 4.7 | -11 | 11 | 2 | 4.5 | -5 | 18 |
| CCCCn1c(N)c(N(CCC(C)C)C(=O)c2cc(S(=O)(=O)N3CCOCC3)ccc2F)c(=O)[nH]c1=O | -0.1 | -16 | -0.7 | 7 | -17 | nt | 0.5 | -2 | 6 |
| CCc1ccc(N/C(N)=N/c2nc(CSc3ccccn3)cc(=O)[nH]2)cc1 | 4.7 | -5 | 7.2 | -23 | 55* | -1 | 5.2 | -2 | 10 |
| CCOC(=O)C1(CCc2ccccc2)CCN(Cc2ccccn2)CC1 | 5.5 | -26 | 0.5 | 7 | -12 | 8 | 0.7 | 14 | -6 |
| CC(C)(C)c1nc(SCC(=O)N2CC(=O)Nc3ccccc32)c2ccccc2n1 | 0.0 | -30 | -0.4 | -8 | 6 | -13 | -1.0 | -12 | 8 |
| CN(C)C(=O)c1ccc(-c2n[nH]c(=O)c3ccccc23)cc1 | -0.4 | -4 | 0.7 | -16 | -9 | -22 | -0.4 | -8 | -15 |
| Cc1[nH]n(-c2ccc(Cl)cc2)c(=O)c1C=Nc1ccc(S(=O)(=O)N2CCOCC2)cc1 | 0.1 | 11 | 0.0 | -11 | -22 | -21 | 22* | 2 | -14 |
| CC(=O)N(NC(=O)c1ccccc1Cl)C1CC(=O)N(c2ccc(C)cc2)C1=O (stereo unspecified) | 0.2 | -9 | -0.3 | 0 | -8 | -9 | -1.3 | -1 | -10 |
| CCOC(=O)N1CCC(Nc2nc3ccccc3n3cnnc23)CC1 | 0.2 | -9 | 0.5 | -2 | -30 | -2 | -0.9 | 3 | -12 |
| CCOC(=O)CNC(=O)Nc1cc(C(C)(C)C)nn1-c1ccccc1 | -0.7 | -18 | 0.2 | 2 | -2 | -8 | 0.1 | 4 | 10 |
| Nc1cc(S(=O)(=O)C(F)(F)F)ccc1C(=O)O | -0.1 | 1 | -0.6 | -9 | -5 | -13 | 1.0 | 12 | -6 |
| Cc1c(Cc2ccccc2)c(=O)oc2c(C)c(OCC(=O)NCc3ccccn3)ccc12 | 0.1 | -11 | 3.4 | -4 | -8 | 18 | 0.3 | 12 | 11 |
| COc1ccc(C2CC(c3cccs3)=Nc3ccccc3S2)cc1 (stereo unspecified) | 1.2 | -24 | 0.4 | -11 | 11 | 2 | -1.2 | -9 | 11 |
| O=C(NCC1CCCO1)c1cccc(Oc2ccccc2)c1 (stereo unspecified) | 1.1 | -9 | 1.3 | -2 | -15 | 5 | -0.6 | 2 | 1 |
| O=C1N(c2ccccc2)C[C@@H]2C[C@@H](c3cccc4c3OCO4)N3CCC[C@@]123 | 1.1 | -17 | -0.1 | -6 | 11 | 0 | -1.4 | -8 | 4 |
| Nc1nc(-c2ccccc2)cn1/N=C/c1ccccc1 | 1.7 | -15 | 1.2 | 1 | 30 | -10 | -0.2 | 2 | 1 |

This is a random part of the collection. About 3.5% of those tested had a hit in this group.
